TAAR1 ag: human TAAR1 agonism. activation, % at 3 µM. 360,000 compounds, 0.99% hits. CHO RD-HGA16 TAAR1, Fluo-8 calcium fluorescence; vehicle wells 0%, saturating PEA agonist 100%;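 active means activation above the mean activation of all test compounds in the run plus 3 SD, cut at about 38% in these data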
Target sequence (Q96RJ0 whole entry, looked up): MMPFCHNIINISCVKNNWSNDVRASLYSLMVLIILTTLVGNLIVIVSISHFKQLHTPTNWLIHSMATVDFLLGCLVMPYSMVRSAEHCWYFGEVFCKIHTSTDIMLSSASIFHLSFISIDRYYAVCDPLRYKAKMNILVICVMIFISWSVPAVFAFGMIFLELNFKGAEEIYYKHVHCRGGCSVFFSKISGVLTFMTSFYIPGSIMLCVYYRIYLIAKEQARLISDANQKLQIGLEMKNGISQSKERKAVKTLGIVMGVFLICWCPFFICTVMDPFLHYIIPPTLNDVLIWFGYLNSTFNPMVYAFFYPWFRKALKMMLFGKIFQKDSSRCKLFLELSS
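Assay system – CHO-derived RD-HGA16 cells with stable Gα16 and human TAAR1 · Compound dosing – one-point dosing at 3 µM (nominal) · Incubation – 17-24 h seeding, 75 min 37 °C dye, 30 min RT · Measured by – kinetic Fluo-8 calcium fluorescence · Control set – DMSO vehicle as 0%, PEA at EC100 as 100% · Repeats – single well for each compound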
CHO-K1 Ca antag: counter-screen for M1 antagonists: effect in parental CHO-K1 cells | AID 602250 | inhibition, % at 3 µM | ATP-induced calcium, Fluo-8 fluorescence | 360,000 compounds, 0.6% hits;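 active means inhibition above a per-plate cutoff, the plate's mean sample inhibition plus 3 SD, cut at about 24% in these data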;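 further: 0% = DMSO plus EC80 ATP and 100% = DMSO alone without ATP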
TAAR1 antagonist: antagonists of human TAAR1. Q96RJ0. CHO RD-HGA16 TAAR1, Fluo-8 calcium fluorescence, antagonist. inhibition, % at 3 µM. 360,000 compounds, 1.5% hits;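 active means inhibition above a per-plate cutoff, the mean inhibition of test compounds on that plate plus 3 SD, cut at about 49% in these data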;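 further: 0% = DMSO plus EC80 beta-PEA response and 100% = DMSO alone without agonist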
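Test system: hTAAR1-expressing CHO RD-HGA16 cells, Gα16-coupled; Probe or stimulus: EC80 β-phenethylamine stimulus; Compound dosing: single nominal final test compound concentration of 3 µM; Timing: 140 s kinetic read after compound, 140 s after agonist; Signal: Fluo-8 calcium-sensitive fluorescence; Measure: % inhibition of agonist calcium response; Controls: DMSO and EC80 PEA controls.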
CHO-K1 Ca PAM: M1 PAM counterscreen hit in parental CHO-K1 cells | ATP EC20, Fluo-8 calcium fluorescence; 0% at ATP EC20, 100% at ATP max | activation, % at 3 µM | 360,000 compounds, 0.02% hits | AID 602247;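 active means activation above the run cutoff, the mean activation of all test compounds plus 3 SD, cut at about 40% in these data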;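 further: peak over basal fluorescence ratio in a 140 s read after ATP addition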
CHRM1 agonist: agonists of human M1 muscarinic receptor; 360,000 compounds, 0.33% hits; CHO-K1 hM1, Fluo-8 calcium fluorescence, agonist mode; 0% DMSO, 100% acetylcholine EC100; activation, % at 3 µM; P11229;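 active means activation above the run's mean compound activation plus 3 SD, cut at about 16% in these data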;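 further: peak over basal fluorescence ratio within a 140 s kinetic read after compound addition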
OXTR potentiator: potentiators of human oxytocin receptor; P30559; activation, % at 3 µM; 320,000 compounds, 0.061% hits; CHO-OTR cells, Fluo-8 calcium fluorescence, potentiator mode; 0% = oxytocin EC15, 100% = EC100; AID 2445;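 active means activation above that plate's cutoff, the mean activation of tested compounds plus 3 SD, cut at about 6.6% in these data, passing the limit was not always enough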;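 further: 100% uses oxytocin at 75 nM as the full agonist control; some results filed as inactive read as strong as hits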
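Assay system: CHO cell line stably expressing human OTR | Also added: Oxytocin at about EC15, sub-maximal agonist stimulus | Times: Compound 6 min at room temperature before oxytocin, 100 s read | Measured by: Fluo-8 intracellular calcium fluorescence, ex 470-495, em 515-575 nm | Controls: EC15 oxytocin alone as 0%, 75 nM oxytocin as 100%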
V1R ag counter: counter-screen for oxytocin receptor agonists: human V1a receptor agonists; P37288; CHO-V1R cells, Fluo-8 calcium fluorescence, agonist mode; 0% DMSO, 100% 3 nM vasopressin; activation, % at 3 µM; 320,000 compounds, 0.25% hits; AID 2797;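 active means activation above the mean activation of all tested compounds plus 3 SD, per screening run, cut at about 20% in these data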;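 further: signal is peak over basal fluorescence ratio across a 100 second FLIPR read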
Target sequence (P37288 whole entry, looked up): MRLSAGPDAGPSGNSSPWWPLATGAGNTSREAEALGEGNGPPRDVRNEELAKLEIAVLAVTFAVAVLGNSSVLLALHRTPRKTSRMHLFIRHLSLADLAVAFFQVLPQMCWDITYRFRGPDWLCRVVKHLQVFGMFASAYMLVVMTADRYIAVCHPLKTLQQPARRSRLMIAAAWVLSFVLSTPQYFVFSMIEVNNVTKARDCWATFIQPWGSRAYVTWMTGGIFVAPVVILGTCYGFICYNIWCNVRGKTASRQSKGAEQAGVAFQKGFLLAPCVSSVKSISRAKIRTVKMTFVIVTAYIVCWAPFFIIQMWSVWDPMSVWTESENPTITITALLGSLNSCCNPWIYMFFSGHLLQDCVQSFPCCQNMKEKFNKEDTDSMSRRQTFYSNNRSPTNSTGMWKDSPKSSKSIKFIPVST
CHO parental Ca: signal in parental CHO cells, OX1R antagonist counter-screen; parental CHO-K1, ATP-induced calcium, Fluo-8 fluorescence; inhibition, % at 5.6 µM; 330,000 compounds, 0.63% hits;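 active means inhibition above that plate's mean sample inhibition plus 3 SD, cut at about 26% in these data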;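 further: 0% = ATP-challenged DMSO wells and 100% = DMSO wells without ATP; some compounds past the cut are filed as inactive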
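Test system: parental CHO cells; detection: calcium-sensitive Fluo-8 fluorescence; evaluation: percent inhibition of calcium signal; also added: ATP as calcium-mobilizing challenge; repeats: one well per compound; control set: ATP-challenged DMSO wells low, unchallenged DMSO wells high; compound: single nominal dose of 5.6 µM per compound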
CHO-K1 Ca ag: M1 agonist counterscreen hit in parental CHO-K1 cells | 360,000 compounds, 0.48% hits | Fluo-8 calcium fluorescence; scaled to maximal ATP response, vehicle zero | AID 602248 | activation, % at 3 µM; in the data active means activation above about 15%;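 further: untransfected CHO-K1 host cells lacking M1 receptor as counterscreen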
Numbers without * were called inactive; . = not tested or not shown. An unsorted share of the library; 3.3% or so of the library scored in one or more.

SMILES	TAAR1 ag	CHO-K1 Ca antag	TAAR1 antagonist	CHO-K1 Ca PAM	CHRM1 agonist	OXTR potentiator	V1R ag counter	CHO parental Ca	CHO-K1 Ca ag
O=C(NCCN1CCCCC1)c1ccco1	6	-7	-1	17	-3	0	1.1	13	0.0
COc1cccc(CN2CCN(C3CCN(c4cccc(C)c4C)CC3)CC2CCO)c1 (centres undefined)	2	5	-13	-6	-5	-6	3.2	-21	5.6
COc1cccc(C2(c3cccc(OC)c3)CC2C(=O)Nc2ccccc2Cl)c1 (centres undefined)	1	-17	0	21	-7	0	0.3	-19	-0.4
COc1cc(C(=O)NCc2ccc(OCCN(C)C)cc2)cc(OC)c1OC	2	-6	-15	20	-2	-7	0.8	-9	0.1
C=CCC[C@@H](Cc1ccc(F)cc1)C(=O)OCCNC(=O)[C@@H](CC=C)CC(=O)N(CCO)Cc1ccccc1	15	-14	16	6	-1	-9	0.5	-7	1.9
c1ccc(CNCc2ccc3c(c2)OCO3)nc1	9	-3	-1	16	-4	-13	0.5	-7	0.6
Cc1ccc(N2CC(C(=O)Nc3nnc(SCCN4CCOCC4)s3)CC2=O)cc1C (centres undefined)	1	1	-2	19	1	-2	-0.1	-8	-0.5
C/C(=N\NC(=O)c1c[nH]c2ccccc12)c1ccco1	0	-9	5	21	-3	-3	0.0	-1	1.1
Cc1ccc(C(NC(=O)N2CCOCC2)C(Cl)Cl)cc1F (centres undefined)	13	-3	1	18	-8	0	0.2	-3	1.0
CCN(CC)C(=O)c1nc[nH]c1C(=O)N(CC)CC	2	-9	-5	11	-3	3	0.6	-6	1.3
Fc1ccc(Cn2c(SCc3ccc(F)c(F)c3)nnc2C(F)(F)F)cc1	10	0	13	2	-13	-6	-0.7	-16	-0.1
Cc1ccccc1NC(=O)Nc1ccccc1C(N)=O	6	-6	4	18	-4	-15	1.2	-2	1.2
Cc1nc2ccc(S(=O)(=O)NCC(=O)N3CCC(N4CCCCC4)CC3)cc2s1	6	-3	6	3	-6	-7	0.2	-3	0.3
CCOC(=O)C[C@H]1c2cc(F)ccc2S(=O)(=O)N1Cc1ccc(OC)cc1	10	-14	4	3	-4	-6	2.5	-5	0.8
CCCN1Cc2cccc(C(=O)N3CCN(c4cc(Cl)ccc4C)CC3)c2C1=O	.	-4	.	-3	10	-10	-0.1	-23	1.6
NC(=O)c1cc(N=Nc2c(N)[nH]n(-c3c(Cl)cc(Cl)cc3Cl)c2=O)ccc1Cl	1	10	-17	-12	-4	-16	1.2	-2	0.0
CCn1c(CC(=O)Nc2ccc(Cl)c(Cl)c2)nnc1SCc1ccc(C)cc1	0	-7	-4	21	-5	-6	-0.6	-3	0.6
O=C(NCCC1CCCCN1S(=O)(=O)c1ccc(F)cc1)C(=O)NCc1ccccn1 (centres undefined)	1	8	-40	-14	-5	-3	-0.4	-16	0.2
CCCCCN(C(=O)CSc1n[nH]c(-c2ccc(C)cc2)n1)c1c(N)n(CCCC)c(=O)[nH]c1=O	4	-6	-14	4	-4	-9	-0.9	-25	0.8
COc1ccc(CN(C)C(=O)c2ccc(NS(=O)(=O)c3ccc(F)cc3)cc2)c(OC)c1	2	1	-10	-3	5	-11	4.3	1	2.5
Cn1c(=O)n(C)c2cc(/C=C(/C#N)C(=O)NCc3ccco3)ccc21	2	-10	-21	9	-5	-10	1.7	-11	0.3
COc1ccc(CSc2n[nH]c(C)n2)cc1Br	17	-13	16	10	2	-6	7.7	3	4.2
Cc1ccc(C(=O)N2CCN(c3ccc(NC(=O)Cc4ccccc4)cc3)CC2)cc1	-3	14	1	-22	-3	2	-0.8	-14	0.3
O=C(Nc1ccc(CN2CCOCC2)cc1)c1cccs1	15	-14	-8	3	-9	-3	0.8	-16	0.1
CCN(C(=O)COC(=O)Cn1c(=O)oc2ccccc21)c1c(N)n(Cc2ccccc2)c(=O)[nH]c1=O	12	-9	16	-1	-3	.	.	.	0.2
(further entries)
SMILES	TAAR1 ag	CHO-K1 Ca antag	TAAR1 antagonist	CHO-K1 Ca PAM	CHRM1 agonist	OXTR potentiator	V1R ag counter	CHO parental Ca	CHO-K1 Ca ag
COc1ccc(OC)c(/C=N/NC(=O)c2cc[n+](CC(=O)c3ccccc3)cc2)c1	2	-18	14	19	-4	-1	-0.6	-9	0.5
Cc1ccc(CN(C)C[C@@H]2OCc3cnnn3CCCC(=O)N([C@@H](C)CO)C[C@H]2C)cc1	3	3	-16	18	-9	.	.	.	0.6
CCCC(=O)N(CCN1CCOCC1)c1nc2c(F)cc(F)cc2s1	0	0	-32	-12	-3	-6	-0.8	-10	0.4
N#Cc1ccccc1NC(=O)CN(Cc1ccccc1)Cc1ccccc1	0	1	14	10	1	0	0.6	-29	-0.9
O=C(NCCc1ccccc1)C1CCCN1C(=O)Nc1ccc(F)cc1 (centres undefined)	9	18	8	-6	-2	-2	0.2	-14	-0.2
CC(C)CCn1c(O)c(N=NC(=O)Cn2ccc(C(F)(F)F)n2)c2ccccc21	8	-9	-4	5	-7	-6	0.0	-5	0.1
CCN(CC(=O)Nc1ccc(NC(C)=O)cc1)C(=O)c1cn(-c2ccccc2)nc1-c1cccs1	13	5	64*	-30	0	.	.	.	4.0
COc1cccc(Nc2nc(-c3sc(NC(=O)CC(C)C)nc3C)cs2)c1	2	-5	33	4	-2	-8	-1.0	-18	-0.2
O=C(O)CCCSc1nccn1-c1ccccc1	8	-19	-12	25	-5	-1	0.3	-5	0.4
O=C(CSc1nnc(-c2ccncc2)n1-c1ccccc1Cl)Nc1ccc(C(=O)O)cc1	4	5	0	7	-2	-2	1.1	5	-0.6
Cc1c(NC(=O)CCC2CCCCC2)c(=O)n(-c2ccccc2)n1C	4	-11	-10	6	-4	-3	0.1	-4	0.5
COc1cc(Cl)c(C)cc1NC(=O)CSc1nnc(-c2ccccn2)n1Cc1ccco1	12	15	4	-7	-3	2	-0.8	-23	-0.2
O=C(O)CC(NC(=O)/C(=C/c1ccccc1)NC(=O)c1ccccc1)c1ccccc1 (centres undefined)	0	2	4	-6	1	-8	-0.7	-9	0.2
COc1ccc(CNc2nc3ccccc3n2C(C)C)c(O)c1	8	-5	16	13	-4	-16	7.3	1	5.6
CC1Cc2ccccc2N1C(=O)COC(=O)/C=C/c1ccc(F)cc1 (centres undefined)	10	-17	16	7	-7	3	-0.3	-15	0.0
Cc1cn(C2OC(COC(=O)c3ccccc3)C(O)C2Cl)c(=O)[nH]c1=O (centres undefined)	4	6	14	-4	-6	-4	-0.1	-4	1.6
CCN(C[C@H]1N[C@@](Cc2ccccc2)(C(=O)OC)[C@H]2C(=O)N(C)C(=O)[C@@H]12)S(=O)(=O)c1ccc(C(F)(F)F)cc1	14	22	75*	-11	0	2	2.0	-30	6.2
O=C(CNC(=O)c1ccc(Br)o1)Nc1cccc(S(=O)(=O)N2CCCC2)c1	0	15	-3	-2	-2	-6	0.3	-20	0.4
COc1cccc(C(=O)NCCN2CCC(n3c(=O)[nH]c4ccccc43)CC2)c1	1	-22	-9	23	.	.	.	.	2.1
O=S1(=O)C[C@H]2NC(=S)N(c3ccccc3)[C@H]2C1	8	3	-14	-5	-5	-9	-0.2	-1	-0.1
Cc1ccc(NC(=O)OCCN2CCN(S(=O)(=O)c3ccc(C)cc3)CCC2=O)cc1	5	-18	-2	24	-7	-7	3.3	-16	1.5
Cc1ccc(C(=O)c2coc3ccc(OCC(=O)O)cc23)cc1	9	-3	-16	22	1	-8	0.4	-3	2.3
CCn1c(CNC(=O)Cc2ccc(OC)cc2)nnc1SCC(=O)c1ccccc1	-1	-12	-2	23	-3	.	.	.	2.6
Cc1ccc(-n2nnnc2-c2cnn(-c3cccc(F)c3)c2C(F)(F)F)cc1	9	12	-9	-7	-2	-22	0.7	2	0.4
COc1ccc(OCc2nc3c4cc(OC)c(OC)cc4nc(=S)n3[nH]2)cc1	0	-13	-2	28	-6	0	0.1	5	0.5

Molecules shown so far that contain an aryl methoxy group (13):
SMILES	TAAR1 ag	CHO-K1 Ca antag	TAAR1 antagonist	CHO-K1 Ca PAM	CHRM1 agonist	OXTR potentiator	V1R ag counter	CHO parental Ca	CHO-K1 Ca ag
COc1cccc(CN2CCN(C3CCN(c4cccc(C)c4C)CC3)CC2CCO)c1 (centres undefined)	2	5	-13	-6	-5	-6	3.2	-21	5.6
COc1cccc(C2(c3cccc(OC)c3)CC2C(=O)Nc2ccccc2Cl)c1 (centres undefined)	1	-17	0	21	-7	0	0.3	-19	-0.4
COc1cc(C(=O)NCc2ccc(OCCN(C)C)cc2)cc(OC)c1OC	2	-6	-15	20	-2	-7	0.8	-9	0.1
CCOC(=O)C[C@H]1c2cc(F)ccc2S(=O)(=O)N1Cc1ccc(OC)cc1	10	-14	4	3	-4	-6	2.5	-5	0.8
COc1ccc(CN(C)C(=O)c2ccc(NS(=O)(=O)c3ccc(F)cc3)cc2)c(OC)c1	2	1	-10	-3	5	-11	4.3	1	2.5
COc1ccc(CSc2n[nH]c(C)n2)cc1Br	17	-13	16	10	2	-6	7.7	3	4.2
COc1ccc(OC)c(/C=N/NC(=O)c2cc[n+](CC(=O)c3ccccc3)cc2)c1	2	-18	14	19	-4	-1	-0.6	-9	0.5
COc1cccc(Nc2nc(-c3sc(NC(=O)CC(C)C)nc3C)cs2)c1	2	-5	33	4	-2	-8	-1.0	-18	-0.2
COc1cc(Cl)c(C)cc1NC(=O)CSc1nnc(-c2ccccn2)n1Cc1ccco1	12	15	4	-7	-3	2	-0.8	-23	-0.2
COc1ccc(CNc2nc3ccccc3n2C(C)C)c(O)c1	8	-5	16	13	-4	-16	7.3	1	5.6
COc1cccc(C(=O)NCCN2CCC(n3c(=O)[nH]c4ccccc43)CC2)c1	1	-22	-9	23	.	.	.	.	2.1
CCn1c(CNC(=O)Cc2ccc(OC)cc2)nnc1SCC(=O)c1ccccc1	-1	-12	-2	23	-3	.	.	.	2.6
COc1ccc(OCc2nc3c4cc(OC)c(OC)cc4nc(=S)n3[nH]2)cc1	0	-13	-2	28	-6	0	0.1	5	0.5

Screening results from PubChem BioAssay.
